Assay outcomes deposited in PubChem by National Center for Advancing Translational Sciences (NCATS).
HCMV inh – qHTS Assay for inhibitors of the human cytomegalovirus (HCMV); HFF cells, HCMV-luciferase reporter, 72 h; hits give low values; activity change, negative = inhibition, % at 57.5 µM; actives 4.5% (n = 410,000); in the data active means activity change below about -60%; inconclusive means no clear call, values can overlap the other calls; inactive means above about -39%
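Human foreskin fibroblasts infected with luciferase-reporter HCMV at MOI 1 PFU/cell, compounds at two doses. Luciferase measured 72 h post infection; normalized to buffer-only basal and Salinomycin (10uM) controls.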
AmpC no deterg – qHTS Inhibitors of AmpC Beta-Lactamase (assay without detergent); AmpC nitrocefin hydrolysis, absorbance 480 nm, 0.0001% Triton; actives 0.52% (n = 330,000); P00811; Potency, µM (series often up to 57.1 µM), for inactives: at the highest dose activity change, negative = inhibition, usual class: inhibitors;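 further: potency means the concentration at half of the fitted maximal effect; plate controls were no compound for no effect and no enzyme for full effect; nearly all actives have a fitted effect of over 20% in size; some results filed as inactive show a strong effect at the top dose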
Target sequence (P00811 whole entry, looked up): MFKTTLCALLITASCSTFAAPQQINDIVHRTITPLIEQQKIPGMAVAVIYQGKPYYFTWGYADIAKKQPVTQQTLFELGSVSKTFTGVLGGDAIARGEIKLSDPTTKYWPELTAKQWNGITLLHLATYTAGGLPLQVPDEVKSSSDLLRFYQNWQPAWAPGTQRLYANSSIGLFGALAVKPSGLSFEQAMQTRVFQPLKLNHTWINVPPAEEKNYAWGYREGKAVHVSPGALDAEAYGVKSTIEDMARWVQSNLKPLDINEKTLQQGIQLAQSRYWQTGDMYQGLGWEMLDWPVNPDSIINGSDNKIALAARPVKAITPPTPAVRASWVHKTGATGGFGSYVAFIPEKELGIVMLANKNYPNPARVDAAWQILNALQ
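20 mM phosphate pH 7.0 + 0.01% (detergent screen) or 0.0001% Triton X-100; 5.3 nM AmpC reagent; cpd preinc 15 min RT; nitrocefin (800 uM stock) to start; A480 q20 s × 4 min; Activity was normalised to no-enzyme and no-compound control wells.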
Sm TGR inh – qHTS Assay for the Inhibitors of Schistosoma Mansoni Peroxiredoxins | Potency, µM (top dose mostly 114 µM), without a hit: top-dose activity change, negative = inhibition, hits mostly inhibitors | purified TGR, DTNB reduction, TNB absorbance 405 nm | actives 3% (n = 360,000); further: potency means the concentration at half of the fitted maximal effect; nearly all actives have a fitted effect of over 60% in size
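Kinetic colorimetric format: TGR-catalysed, NADPH-driven DTNB reduction monitored via TNB absorbance. Enzyme dispensed at 20 nM; compound exposure 15 min at room temperature before reaction start.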
AMA1 RON2 block – qHTS for Inhibitors of AMA1-RON; Towards Development of Antimalarial Drug Lead: Primary Screen. Plasmodium falciparum AMA1 (3D7) - RON2 peptide interaction. AlphaScreen AMA1-biotinylated RON2 peptide binding. Potency, µM (series often up to 58.2 µM), for the others: at the top dose activity change, negative = inhibition, actives largely listed as inhibitors. actives 0.2% (n = 360,000). AID 720542, 2013;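 further: potency means the concentration at half of the fitted maximal effect; 0% = vehicle wells and -100% = peptide control; nearly all actives have a fitted effect of over 45% in size; some results filed as inactive show a strong effect at the top dose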
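AMA1 (3D7) with his tag at 25 nM final met compounds first, then biotinylated RON2 peptide at 25 nM; detection used donor plus acceptor beads, 10 µg/mL apiece, read by AlphaScreen after 30 min at room temperature.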
AmpC inh detg – qHTS Inhibitors of AmpC Beta-Lactamase (assay with detergent). actives 0.041% (n = 370,000). Potency, µM (series often up to 114 µM), without a hit: at the top dose activity change, negative = inhibition, actives largely listed as inhibitors. P00811. AmpC hydrolysis of nitrocefin, absorbance 480 nm, 0.01% Triton;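 further: potency means the concentration at half of the fitted maximal effect; 0% = no-compound wells and -100% = no-enzyme wells; nearly all actives have a fitted effect of over 25% in size; some results filed as inactive show a strong effect at the top dose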
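20 mM phosphate pH 7.0 + 0.01% (detergent screen) or 0.0001% Triton X-100; 5.3 nM AmpC reagent; cpd preinc 15 min RT; nitrocefin (800 uM stock) to start; A480 q20 s × 4 min; Activity was normalised to no-enzyme and no-compound control wells.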
LmPK inhibitor – qHTS Assay for Inhibitors of Leishmania Mexicana Pyruvate Kinase (LmPK). Q27686. Potency, µM (titrated, usually from 57.5 µM), inactives show top-dose activity change, negative = inhibition, hits mostly inhibitors. AID 1721, 2009. actives 0.37% (n = 290,000). purified LmPK, Kinase-Glo ATP luminescence, 1 h; further: potency means the concentration at half of the fitted maximal effect
Target sequence (Q27686 whole entry, looked up): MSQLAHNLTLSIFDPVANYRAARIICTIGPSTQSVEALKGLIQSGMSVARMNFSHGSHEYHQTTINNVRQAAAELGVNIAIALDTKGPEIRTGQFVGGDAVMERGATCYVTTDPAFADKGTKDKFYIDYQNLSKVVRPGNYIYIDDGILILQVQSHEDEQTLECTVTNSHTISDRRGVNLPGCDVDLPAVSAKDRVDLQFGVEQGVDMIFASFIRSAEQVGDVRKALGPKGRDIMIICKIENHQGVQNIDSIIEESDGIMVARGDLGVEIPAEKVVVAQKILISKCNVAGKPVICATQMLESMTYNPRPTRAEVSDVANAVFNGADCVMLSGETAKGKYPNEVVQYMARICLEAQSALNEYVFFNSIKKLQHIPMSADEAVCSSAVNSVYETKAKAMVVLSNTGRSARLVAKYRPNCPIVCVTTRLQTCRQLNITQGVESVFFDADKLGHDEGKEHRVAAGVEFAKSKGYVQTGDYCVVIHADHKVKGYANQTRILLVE
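Purified LmPK (0.1 nM) converted ADP (0.1 mM) to ATP with PEP (0.5 mM) in imidazole buffer pH 7.2 with KCl and MgCl2, 1 h at room temperature. ATP was read by Kinase-Glo luminescence; data normalized to uninhibited and no-enzyme controls.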
Tb PYK inh – qHTS of Trypanosoma Brucei Inhibitors; TbPYK enzyme, Kinase-Glo Plus ATP luminescence, 45 min; pyruvate kinase (Trypanosoma brucei), Q57TT1; AID 624173, 2012; actives 0.12% (n = 410,000); Potency, µM (highest dose often 76.8 µM), inactives show top-dose activity, negative = inhibition, most hits filed as inhibitors; further: potency means the concentration at half of the fitted maximal effect; nearly all actives have a fitted effect of over 50% in size
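Glycolytic pyruvate kinase of T. brucei was incubated with substrate, test compound and 130 uM ADP for 45 minutes at room temperature. Luminescent Kinase-Glo Plus signal was measured after 10 minutes.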
* = called active by the depositor; ? = inconclusive; . = no result given; & = joins results of further samples; [ ] = remark or other dose. Unless noted, the call rests on the fitted dose curve; in most records, active means well fitted curve in the direction sought with a large enough effect; inconclusive means small, poorly fitted or top-dose-only effect, or another doubt; inactive means no such curve, though single readings can be large; an effect the other way counts as inactive or inconclusive. Unless noted, on the % scale 0 is the no-effect control and ±100 the full control effect. Outcome played no part in choosing rows. About 7.4% of those tested had a hit in this group.

Each structure is followed by: HCMV inh | AmpC no deterg | Sm TGR inh | AMA1 RON2 block | AmpC inh detg | LmPK inhibitor | Tb PYK inh
CCCN(CCC)CCNC(=O)Cn1cnc2sc(C)c(S(=O)(=O)N3CCN(c4ccccc4OC)CC3)c2c1=O
→ -3 | . | 1% | . | -4% | . | -1%
Cc1ccc(/C=C/c2onc(C)c2S(=O)(=O)N2CCC(C(=O)Nc3ccc(Br)c(C)c3)CC2)cc1
→ 6 | . | 6% | . | -10% | . | 2%
CCCc1cc(=O)[nH]c(SCC(=O)Nc2ccc(Br)cc2Br)n1
→ -23 | -18% | -2% | 4% | -14% | 2% | 4%
CC(C)(C)C(=O)NC(Nc1cccc2cccnc12)C(Cl)(Cl)Cl (stereo unspecified)
→ -17 | -2% | -1% | -45% | 3% | 2% | 4%
CC(C)Cn1nc(NC(=O)C(C)(C)C)c2cc3ccccc3nc21
→ ? | 34% | 0% | 94%[activator] | -12% | -3% | 3%
O=C(CC[C@H]1O[C@@H](n2ccc(=O)[nH]c2=O)[C@H](O)[C@@H]1O)N[C@@H](Cc1ccccc1)C(=O)NCC1CCCO1 (stereo partly specified)
→ -2 | . | . | 7% | . | . | 1%
COc1ccc(CN(C(=O)c2snc(C(N)=O)c2N)C(C(=O)NC(C)(C)C)c2ccco2)cc1 (stereo unspecified)
→ -22 | 42% | ? | -12% | ? | 1% | -1%
CCCc1cc(=O)n2[nH]c(-c3cccc(Br)c3)cc2n1
→ 85 | -15% | 0% | -5% | -3% | -1% | 4%
Cn1c(=O)n(CC(=O)O)c(=O)c2c1nc1n2CCCN1c1ccc(Cl)cc1
→ -28 | . | 2% | . | -1% | . | -8%
CS(=O)(=O)c1cnc2c(-c3ccsc3)cnn2c1N
→ -36 | -12% | 7% | -2% | -1% | -1% | -13%
NC(=S)N/N=C1\CCSc2ccc(Cl)cc21
→ -99* | -10% | 7% | 17% | 5% | 6% | -6%
Cc1cn([C@H]2C[C@H](O)[C@@H](CNCC3=Cc4cc(O)ccc4OC3)O2)c(=O)[nH]c1=O
→ 25 | . | . | -6% | . | . | -2%
COC(=O)c1ccc(Cl)cc1NC(=O)N1CCCn2nc(C)cc21
→ 7 | . | 4% | . | 11% | . | 1%
Cc1ccc(SCCC(=O)NCc2ccco2)cc1
→ 35 | -25% | 7% | -6% | -12% | -5% | 4%
S=c1[nH]nc(CSc2nc3ccccc3s2)n1C1CCCCC1
→ -3 | -32% | 3% | 25% | 5% | 11µM* | ?

Structures shown so far that have a Cl atom (4):
Each structure is followed by: HCMV inh | AmpC no deterg | Sm TGR inh | AMA1 RON2 block | AmpC inh detg | LmPK inhibitor | Tb PYK inh
CC(C)(C)C(=O)NC(Nc1cccc2cccnc12)C(Cl)(Cl)Cl (stereo unspecified)
→ -17 | -2% | -1% | -45% | 3% | 2% | 4%
Cn1c(=O)n(CC(=O)O)c(=O)c2c1nc1n2CCCN1c1ccc(Cl)cc1
→ -28 | . | 2% | . | -1% | . | -8%
NC(=S)N/N=C1\CCSc2ccc(Cl)cc21
→ -99* | -10% | 7% | 17% | 5% | 6% | -6%
COC(=O)c1ccc(Cl)cc1NC(=O)N1CCCn2nc(C)cc21
→ 7 | . | 4% | . | 11% | . | 1%

(listing goes on)
Each structure is followed by: HCMV inh | AmpC no deterg | Sm TGR inh | AMA1 RON2 block | AmpC inh detg | LmPK inhibitor | Tb PYK inh
COc1ccc(CNCCCn2cnc(C(=O)Nc3ccc(C)c(C)c3)n2)cc1
→ -8 | . | . | 7% | . | . | -10%
CCN(Cc1ccccc1)C(=O)Cn1cc2c(n1)CCCC2
→ 10 | 4.5µM* | 5% | -3% | -15% | 2% | 0%
O=C1CC(c2ccc(Cl)c([N+](=O)[O-])c2)c2ccc3ccccc3c2N1 (stereo unspecified)
→ -32 | -24% | -5% | 0% | -4% | -3% | 0%
CN(Cc1nccn1C)C(=O)CC1C(=O)NCCN1CC(c1ccccc1)c1ccccc1 (stereo unspecified)
→ 16 | 35% | -14%[57.1 µM] | 0% | -3% | -6% | -21%
CCCOc1ccc(CCCN=C(N)N)cc1Cl
→ -74* | -6% | 2% | 20% | 2% | -7% | -4%
COc1ccc(-c2nnc(SCC(=O)N(C)Cc3ccccc3)o2)cc1OC
→ 9 | . | 5% | . | -2% | . | -5%
O=C(N/N=C/c1ccc([N+](=O)[O-])o1)C1CC1
→ 12 | -47% | ? | -6% | -4% | 5% | -16%
COc1ccc(-c2nc(CS(=O)CC(=O)NCc3cccnc3)c(C)o2)cc1 (stereo unspecified)
→ 29 | -2% | -33% | 3% | -5% | 4% | 0%
COc1ccc(C(=O)CC(c2ccccc2)S(=O)(=O)c2ccc(C)cc2)cc1 (stereo unspecified)
→ . | -27% | -4% | . | -7% | 4% | .
O=C(O)CCCc1nc(-c2ccc(Cl)cc2)no1
→ -31 | -1% | 0% | 23% | -6% | -1% | -8%
CCOc1ccc(NC(=O)Cn2c3ncccc3c(=O)n2-c2ccc(CC)cc2)cc1
→ -28 | . | -1% | . | 4% | . | -6%
COc1cccc2c1C(=O)c1c(O)c3c(c(O)c1C2=O)CC(O)(C(C)=NO)CC3OC1CC(N)C(O)C(C)O1 (stereo unspecified)
→ -100* | . | . | ? | . | . | 8%
Cc1cc(NS(=O)(=O)c2cccc([N+](=O)[O-])c2)no1
→ 9 | -12% | -11% | 0% | ? | -6% | 0%
Cc1ccc(N(CC(=O)O)S(C)(=O)=O)cc1
→ -37 | -22% | 0% | -2% | -11% | -1% | 5%
CN(C)S(=O)(=O)c1cccc(C(=O)Nc2ccc(C(=O)Nc3cccc(S(N)(=O)=O)c3)cc2)c1
→ 17 | -55% | . | -6% | . | . | -13%
COC(=O)N/N=C/c1ccc(Oc2ccccc2)cc1
→ 7 | -16% | 2% | 10% | -3% | -11% | -1%
COc1ccc(C(C(=O)NC2CCCC2)N(Cc2ccc(C)cc2)C(=O)c2ccn[nH]2)cc1OC (stereo unspecified)
→ 23 | 38% | 1% | 0% | ? | 1% | 1%
CCN(CC)C(=O)Oc1ccc2c(c1)O/C(=C\c1ccco1)C2=O
→ 126 | -10% | 0% | -13% | -5% | -6% | -15%
CN1C2C=C3C(C#N)=C(N)C(C#N)(C#N)C(c4ccc(Br)cc4)C3C1CC2 (stereo unspecified)
→ -33 | -37% | -23% | 8% | ? | 2% | 3%
O=C(/C=C/c1ccccc1)Nc1cc(NC(=O)/C=C/c2ccccc2)cc(C(=O)O)c1
→ 20 | -23% | 40µM* | 1% | ? | 2% | -27%
COc1ccccc1N=Nc1c(O)[nH]c2ccc(Br)cc12
→ 69 | -12% | 6% | 0% | -1% | -2% | 1%
CC(C)(C)CC(=O)Nc1ccc(S(=O)(=O)NC2=NCCCCC2)cc1
→ -7 | -14% | . | 18% | . | . | 9%
CCOc1ccccc1CNC(=O)c1nn(C)c2c1CS(=O)(=O)c1ccccc1-2
→ -14&-22 | -3% | -9%&-1% | -2% | -2%&-1% | 7% | -2%&-4%
CCN(CC)S(=O)(=O)c1ccc2nc(CCl)[nH]c2c1
→ -7 | -20% | 40µM* | 38%[activator] | -7% | 0% | -3%
O=C(N[C@@H](Cc1ccc(O)cc1)C(=O)O)c1ccncc1
→ -3 | . | . | -3% | . | . | -4%
COc1cc2c(cc1NC(=O)C(Cl)Cl)-c1ccc(NC(=O)C(Cl)Cl)cc1C2
→ -68* | . | . | -4% | . | . | -9%
CCCC(=O)Nc1ccc(C(=O)COC(=O)c2cc(C)oc2C)cc1
→ -30 | -16% | ? | -8% | 1% | . | 6%
COc1cc(C(=O)N/N=C/c2ccc3c(c2)c2ccccc2n3C)ccc1O
→ -14 | -26% | 0% | 9% | -13% | 3% | -1%
Cc1oc(C(N)=O)nc1-c1ccccc1
→ -30 | -24% | 5% | -1% | -13% | 1% | -17%
CCN(C(=O)CN1CCc2ccccc21)c1c(N)n(Cc2ccccc2)c(=O)[nH]c1=O
→ 83 | -11%[11.4 µM] | -23% | 2% | -15% | 1% | 1%
CC1(C)Cc2nc3sc(C(=O)O)c(N)c3cc2CS1
→ . | -46% | 2% | . | -4% | -1%[11.5 µM] | .
CC(C)CN1CN(Cc2ccccc2)CNC1=S
→ ? | -18% | 2% | 5% | -4% | 1% | 1%
CC(=O)c1[nH]c(C)c(C(=O)N2CCCC(Nc3ccc(C(C)C)cc3)C2)c1C (stereo unspecified)
→ 33 | 55% | 0% | -5% | 0% | -6% | 3%
COc1cc2nc(N(C)C)nc(N)c2cc1OC
→ -94* | -12% | 9% | 0% | -2% | 1% | 3%
COc1ccc(CC(=O)N(C)CC(=O)Nc2cccc(F)c2)cc1S(=O)(=O)N1CCOCC1
→ 15 | 3% | 0% | 44%[activator] | 3% | -6% | -1%
CCOC(=O)C=C1CCN(c2ncc(C(F)(F)F)cc2Cl)CC1
→ -9 | -10% | -3% | 7% | -10% | 0% | -4%
Cc1ccc(S(=O)(=O)N(C)c2ccc(C(=O)NCC3CCCO3)cc2)cc1 (stereo unspecified)
→ -102* | -3% | 0% | 3% | ? | 1% | 3%
CCn1c(=O)n(CC(=O)Nc2cc(OC)ccc2OC)c(=O)c2ccccc21
→ -9 | -5% | -2% | -6% | ? | -4% | -3%
Clc1ccc(OCCOCCN2CCc3ccccc3C2)c(Cl)c1
→ 32 | 114%[activator] | 4% | ? | -14% | 3% | 2%
Clc1nc2c(-c3ccccc3)nnn2c2ccccc12
→ -31 | -8% | ? | 34%[activator] | 10% | -12% | -2%

Single entries from the list.
CC(C)CN1CN(Cc2ccccc2)CNC1=S in AMA1 RON2 block is entered as 5%
CCn1c(=O)n(CC(=O)Nc2cc(OC)ccc2OC)c(=O)c2ccccc21 in Sm TGR inh is entered as -2%
